High-throughput results (PubChem BioAssay)
mHTT-CaM PPI inh: mutant huntingtin-calmodulin interaction inhibitors – biochemical, AlphaScreen, primary screen | 190,000 compounds, 3.6% hits | AlphaScreen His-mHTT/GST-CaM binding, luminescence | inhibition, % at 15 µM | AID 1671202, 2021 | P42858;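 further: 0% = both proteins with DMSO and 100% = one protein alone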
Target sequence (P42858 whole entry, looked up, stated change not applied): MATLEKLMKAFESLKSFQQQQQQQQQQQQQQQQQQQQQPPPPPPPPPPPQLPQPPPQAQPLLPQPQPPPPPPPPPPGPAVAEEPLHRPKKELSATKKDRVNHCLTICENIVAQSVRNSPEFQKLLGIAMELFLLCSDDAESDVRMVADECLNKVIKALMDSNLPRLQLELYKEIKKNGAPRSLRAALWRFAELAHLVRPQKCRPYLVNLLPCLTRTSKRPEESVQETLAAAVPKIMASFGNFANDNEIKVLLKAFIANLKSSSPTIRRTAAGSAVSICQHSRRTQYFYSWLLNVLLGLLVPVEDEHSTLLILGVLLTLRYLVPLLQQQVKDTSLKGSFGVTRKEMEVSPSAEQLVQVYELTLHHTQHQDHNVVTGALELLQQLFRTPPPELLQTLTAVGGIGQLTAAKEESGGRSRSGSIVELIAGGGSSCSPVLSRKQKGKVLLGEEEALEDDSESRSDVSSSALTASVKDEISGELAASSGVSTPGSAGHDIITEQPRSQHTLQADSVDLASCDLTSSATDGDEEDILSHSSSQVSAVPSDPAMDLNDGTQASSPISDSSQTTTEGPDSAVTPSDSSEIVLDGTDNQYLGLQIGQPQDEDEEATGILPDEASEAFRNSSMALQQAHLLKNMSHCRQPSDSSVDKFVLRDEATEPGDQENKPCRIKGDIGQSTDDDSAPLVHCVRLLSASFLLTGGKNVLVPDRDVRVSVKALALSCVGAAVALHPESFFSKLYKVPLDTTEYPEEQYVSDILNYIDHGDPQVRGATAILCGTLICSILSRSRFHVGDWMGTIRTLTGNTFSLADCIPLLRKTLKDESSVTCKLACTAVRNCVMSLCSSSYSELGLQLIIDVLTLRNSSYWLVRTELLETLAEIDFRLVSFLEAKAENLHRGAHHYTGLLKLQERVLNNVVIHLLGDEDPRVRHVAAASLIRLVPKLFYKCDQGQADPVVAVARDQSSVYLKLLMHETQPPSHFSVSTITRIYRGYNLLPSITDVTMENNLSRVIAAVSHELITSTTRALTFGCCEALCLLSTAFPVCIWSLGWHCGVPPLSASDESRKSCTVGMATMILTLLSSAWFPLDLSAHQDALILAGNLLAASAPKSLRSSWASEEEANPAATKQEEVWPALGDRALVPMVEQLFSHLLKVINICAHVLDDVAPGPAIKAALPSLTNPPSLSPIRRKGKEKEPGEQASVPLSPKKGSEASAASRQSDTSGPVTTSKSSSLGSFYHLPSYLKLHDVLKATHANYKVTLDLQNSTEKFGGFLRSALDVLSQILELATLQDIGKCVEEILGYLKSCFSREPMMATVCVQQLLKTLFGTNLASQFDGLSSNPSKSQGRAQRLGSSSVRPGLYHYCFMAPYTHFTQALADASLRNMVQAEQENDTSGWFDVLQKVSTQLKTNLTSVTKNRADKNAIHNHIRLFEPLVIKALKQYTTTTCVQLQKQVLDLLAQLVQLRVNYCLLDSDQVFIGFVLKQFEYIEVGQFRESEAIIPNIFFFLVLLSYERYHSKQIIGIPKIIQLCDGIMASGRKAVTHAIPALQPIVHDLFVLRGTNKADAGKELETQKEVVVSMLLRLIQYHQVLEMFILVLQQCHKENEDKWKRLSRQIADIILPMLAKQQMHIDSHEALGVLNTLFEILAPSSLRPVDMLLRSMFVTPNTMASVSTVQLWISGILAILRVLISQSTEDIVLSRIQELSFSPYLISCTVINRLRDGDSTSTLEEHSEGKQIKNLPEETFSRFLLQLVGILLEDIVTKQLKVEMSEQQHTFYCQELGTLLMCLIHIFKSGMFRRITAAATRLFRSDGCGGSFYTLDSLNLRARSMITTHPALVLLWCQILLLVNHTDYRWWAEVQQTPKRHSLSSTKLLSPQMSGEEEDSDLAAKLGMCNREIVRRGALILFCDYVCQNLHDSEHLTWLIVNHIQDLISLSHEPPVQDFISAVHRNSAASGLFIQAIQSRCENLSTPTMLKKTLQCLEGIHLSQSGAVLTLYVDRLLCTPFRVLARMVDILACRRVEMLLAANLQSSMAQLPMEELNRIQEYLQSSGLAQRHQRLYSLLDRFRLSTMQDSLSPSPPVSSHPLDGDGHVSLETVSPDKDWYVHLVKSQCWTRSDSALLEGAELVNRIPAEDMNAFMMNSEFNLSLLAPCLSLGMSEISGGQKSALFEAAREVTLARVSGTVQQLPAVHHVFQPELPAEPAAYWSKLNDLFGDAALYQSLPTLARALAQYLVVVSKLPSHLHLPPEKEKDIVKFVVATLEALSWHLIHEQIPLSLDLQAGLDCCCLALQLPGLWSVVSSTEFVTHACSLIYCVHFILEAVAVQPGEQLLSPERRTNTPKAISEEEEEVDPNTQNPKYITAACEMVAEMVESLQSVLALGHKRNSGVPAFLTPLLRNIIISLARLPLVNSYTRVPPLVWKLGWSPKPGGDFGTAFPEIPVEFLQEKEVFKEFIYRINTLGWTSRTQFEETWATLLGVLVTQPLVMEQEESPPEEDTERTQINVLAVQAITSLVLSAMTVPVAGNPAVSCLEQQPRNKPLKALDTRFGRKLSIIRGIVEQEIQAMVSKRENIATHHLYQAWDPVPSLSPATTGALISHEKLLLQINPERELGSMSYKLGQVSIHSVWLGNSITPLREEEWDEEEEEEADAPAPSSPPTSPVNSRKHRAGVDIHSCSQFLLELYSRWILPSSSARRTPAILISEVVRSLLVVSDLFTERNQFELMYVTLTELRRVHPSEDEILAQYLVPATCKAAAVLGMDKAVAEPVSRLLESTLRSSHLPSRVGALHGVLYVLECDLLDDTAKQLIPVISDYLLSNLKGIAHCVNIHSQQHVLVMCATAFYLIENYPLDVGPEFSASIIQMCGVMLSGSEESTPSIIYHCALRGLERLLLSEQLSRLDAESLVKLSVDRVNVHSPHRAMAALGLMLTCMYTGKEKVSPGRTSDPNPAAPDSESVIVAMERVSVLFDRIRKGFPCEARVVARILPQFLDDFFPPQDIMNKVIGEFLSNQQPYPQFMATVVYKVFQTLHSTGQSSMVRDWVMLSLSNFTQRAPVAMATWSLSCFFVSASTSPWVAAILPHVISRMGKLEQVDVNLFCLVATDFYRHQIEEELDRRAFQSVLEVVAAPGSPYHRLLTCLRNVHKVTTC
Pf apPOL inh: Pf-apPOL inhibitors, biochemical, fluorescence; 210,000 compounds, 0.25% hits; Recombinant Pf-apPOL, molecular beacon fluorescence, 1.5 h; inhibition, % at 10 µM; AID 1794808, 2022; Plasmodium falciparum apicoplast DNA polymerase (apPOL)
An asterisk follows results filed as active; / = no result given; & = joins results of further samples. No stated cut-off is given here; in the data, active means inhibition above about 50%; inactive means the rest. Rows were taken by chance; about 3.6% have a hit in one of these screens.

structure	mHTT-CaM PPI inh	Pf apPOL inh
CCC(CO)NC(=O)c1cc2cc([N+](=O)[O-])ccc2oc1=O (stereo not drawn)	4	1
CC1CC(=O)Nc2cc([N+](=O)[O-])ccc2N1 (stereo not drawn)	-3	-8
COc1ccccc1CNC(=O)CCn1c(=O)[nH]c2ccsc2c1=O	2	0
Cc1cc(Cl)ccc1NC(=O)CSc1cccc2cccnc12	18	-6
CCCCC(=O)Nc1ccc(NC(=O)c2ccc(C)c(C)c2)cc1OC	0	-3
Cc1ccc(/C=C2\N=C(c3ccc(Cl)cc3)OC2=O)cc1	0	-1
CCc1cccc2c3c([nH]c12)CCC(NC(=O)CC1C=CCC1)C3 (stereo not drawn)	57*	10
COc1ccc(C)cc1N1CCN(C(=O)Cc2ccccc2)C(C)C1=O (stereo not drawn)	-7	0
Cc1[nH]nc2c1C(c1cccc(Cl)c1)CC(=O)N2 (stereo not drawn)	-6	2
O=C(c1cc(C2CC2)[nH]n1)N1CCc2nc3cc(-c4ccccc4Cl)[nH]n3c(=O)c2C1	59*	26
O=C1CSCC(=O)N1c1ccc(-n2nc(C(F)(F)F)cc2C(F)(F)F)cc1	/	17
COc1ccc(C2C(C#N)C(C#N)N3CCCN23)cc1 (stereo not drawn)	-1	0
Cc1ccc(C)c(Oc2coc3cc(O)ccc3c2=O)c1	4	-6
COc1ccc(N2C(=O)CSC2c2cc(Br)ccc2OC)cc1 (stereo not drawn)	5	-9
Cc1ccc(S(=O)(=O)NCCC2CCN(C(=O)c3ccccc3)CC2)c(C)c1	53*	-1
[N-]=[N+]=NC[C@H](Cc1ccccc1)N1CC[C@@H](NC(=O)OCc2ccccc2)CCC1=O	21	-10
COCCNC(=O)c1nn2c(c1Cl)NC(c1ccccc1)CC2C(F)(F)F (stereo not drawn)	2	1
CCOc1ccc(CNc2ccc3c(c2)ncn3CC)cc1	16	1
c1cn(-c2cc(NC3CCCCC3)ncn2)cn1	1	-4
Cc1ccc(C=C2Oc3cc(OC(=O)C4CCCCC4)ccc3C2=O)o1	1	-2
CCn1c(=O)c2c(ncn2Cc2ccccc2C)n(-c2cccc(C)c2)c1=O	5	4
COc1ccc(-c2c(C)c3ccc(OCC(=O)OC(C)C)cc3oc2=O)cc1OC	5	-6
CC1=C(C(=O)NCCCOC(C)C)C2(CCCCCC2)OC1=O	-6	0
O=C(NCCCc1ccccc1)c1cc2n(n1)CCCN(Cc1ccccc1)C2=O	-1	3
CC(C)(CC(=O)O)CC(=O)Nc1ccccc1N1CCCCC1	/	11&0

Later entries:
structure	mHTT-CaM PPI inh	Pf apPOL inh
Brc1ccc2c(c1)Nc1nc3nonc3nc1N2	45	-5
COCCCN1COc2ccc3c(=O)c(Oc4ccc(C(=O)OC)cc4)c(C)oc3c2C1	3	-19
CC(C)C1C(=O)N(Cc2cn(CCC3OCCO3)nn2)CCS(=O)(=O)N1Cc1ccc(-c2ccc(F)cc2Cl)cc1 (stereo not drawn)	50	-6
O=C1NC(c2cccc([N+](=O)[O-])c2)=CCN1c1ccccc1O	/	-2
Cc1ccc(-c2cn(-c3cc(C)ccc3C)c(=O)[nH]2)cc1	16	-1
COC(=O)C12CC3CC(CC(NC(=O)c4cc5ccccc5[nH]4)(C3)C1)C2	3	-3
CC(=O)NC1C(Oc2ccc3c(C)cc(=O)oc3c2)OC(CO)C(O)C1O (stereo not drawn)	2	4
CC1=NN(C(=O)Cc2ccc([N+](=O)[O-])cc2)C(O)(C(F)(F)F)C1 (stereo not drawn)	0	0
COc1ccc2c(c1)CN1CN(Cc3ccc(F)cc3)S(=O)(=O)CC21 (stereo not drawn)	-1	-4
CCOC(=O)c1sc(NC(=O)c2cc(C)n(C)n2)nc1-c1ccccc1	1	0
O=C1NCCN1C(=O)C12CC3CC(CC(C3)C1)C2	-5	/
CCOc1ccc(N2C(=O)CC(NCc3ccco3)C2=O)cc1 (stereo not drawn)	3	4
O=C(CSc1nnc(-c2ccncc2)n1-c1ccccc1)Nc1ccccc1Cl	4	-12
CC(C)C[C@@H](CO)N(Cc1ccccc1)S(=O)(=O)N(Cc1ccccc1)[C@@H](CO)CC(C)C	100*	-3
COc1ccccc1CNC(=O)c1ccc(N2CC3CC(C2)c2cccc(=O)n2C3)c([N+](=O)[O-])c1 (stereo not drawn)	16	-6
CCC(=O)N1CCc2cc(Br)cc(S(=O)(=O)Nc3ccc(OC)c(OC)c3)c21	16	0
CCOc1ccccc1CNC(=O)CN1CCN(C(=O)Nc2ccc(Cl)cc2)CC1=O	-6	-6
Cc1cc2nc(SCCN3CCCC3)[nH]c2cc1C	24	1
Cc1occc1C(=O)Nc1cccc(C(F)(F)F)c1	-1	-8
O=C(Nc1nc(-c2ccc(Cl)cc2)cs1)c1cccc([N+](=O)[O-])c1	6	-2
O=C(c1ccc2snnc2c1)N1CCN(c2ccccc2)CC1	-1	0
O=C(O)C1CCC(=O)N(C2CCCCC2)C1c1ccccc1Cl (stereo not drawn)	/	-3
COc1cccc(C(=O)Nc2c3c(nn2-c2cccc(C)c2C)CS(=O)C3)c1 (stereo not drawn)	-2	-2
O=C(Cc1cccc(F)c1)NCC1CCN(c2cc(-c3cccnc3)[nH]n2)CC1	17	-8
Cc1cc(C)cc(C(=O)N2CCC3(CC2)NC(=O)c2ccccc2N3C)c1	-11	-3

Full records from above. Screens in order: mHTT-CaM PPI inh | Pf apPOL inh
c1cn(-c2cc(NC3CCCCC3)ncn2)cn1 across the screens: 1 | -4
Cc1occc1C(=O)Nc1cccc(C(F)(F)F)c1 across the screens: -1 | -8

(more compounds)
structure	mHTT-CaM PPI inh	Pf apPOL inh
NC1=C(N2CCCCC2)C(=O)c2ccccc2C1=O	8	7
CCC(=O)N1CCN(c2cccc(F)c2)C(=O)C1C (stereo not drawn)	-2	3
CCOc1nn(CC)cc1C(=O)Nc1nnc(SCc2cccc(F)c2)s1	-11	-7
Cc1cc(Cl)ccc1N1CCN(C(=O)c2cccc(Cl)c2)C(C)C1=O (stereo not drawn)	2	2
Cc1ccc(-n2c(SCC(=O)N3CCCCC3)nc3c(c2=O)SCC3)cc1	2	5
COc1ccc(C2CC(c3ccccc3Cl)n3nc(N)nc3N2)cc1 (stereo not drawn)	3	0
Cc1noc(-c2nn(C)c3c2CN(C(=O)c2cccs2)CC3)n1	-4	-3
CCc1nccn1S(=O)(=O)c1cc(Cl)ccc1OC	-5	1
CCOc1cc(CN2CCCN(C)CC2)ccc1OC	-4	-2
CC(C)(C)NC(=O)N1CC2CC1C(=O)O2 (stereo not drawn)	-13	-3
Cc1cc(C)c(C(=O)N2CCC(CC(=O)NCCN3CCOCC3)CC2)[nH]1	8	-3
O=C(CCCn1cnc([N+](=O)[O-])n1)Nc1c(F)cc(F)cc1Br	0	-4
CCc1ccc(C2CC(=O)Nc3n[nH]c(-c4ccccc4)c32)cc1 (stereo not drawn)	-4	-1
O=C(NCC(c1ccco1)N1CCc2ccccc21)c1c(F)cccc1Cl (stereo not drawn)	2	-8
COc1ccccc1N(C)S(=O)(=O)c1ccc(Cl)cc1	-26	-1
CCCCN(C)CCCNC(=O)C1CCCN(c2nc3ccc(OC)cc3s2)C1 (stereo not drawn)	-1	1
COc1cc(C(C)=O)ccc1OCC(O)CN1CCN(c2ccc(C)c(Cl)c2)CC1 (stereo not drawn)	34	-1
Cc1cc(Br)ccc1OCC(=O)NCc1ccco1	3	-3
CCOc1cc([N+](=O)[O-])cc(C=Nc2ccc(C)cc2O)c1O	27	-2
CCOc1ccc(NC(=O)c2csc3c2CCCC3)cc1	-2	-6
C(=C\c1ccccc1)/CN1CCN(C(c2ccccc2)c2ccccc2)CC1	/	-16
NC(CN1CCCCC1)=NO	/	-5
COc1ccc(S(=O)(=O)N2CCC(c3noc(-c4cccc(F)c4)n3)CC2)cc1OC	1	-3
CCCC1C(=O)CC(c2ccco2)NC1c1ccco1 (stereo not drawn)	/	5
C1CCCC(N2CCC(N3CCCCC3)CC2)CC1	1	1

The listing continues.
structure	mHTT-CaM PPI inh	Pf apPOL inh
Cc1ccc(CSC2=NCCN2C(=O)c2cc3ccccc3o2)cc1	-4	0
COC(=O)c1cnc(Sc2nnc(C(F)(F)F)n2C)c([N+](=O)[O-])c1	/	0&-12
CCc1ccccc1NC(=O)Nc1ccc(OC)cc1	4	1
CC(=O)N[C@@H](CS)C(=O)O	/	10
COc1ccc(C2C=C(c3ccc(Cl)cc3)Nc3ncnn32)cc1OC (stereo not drawn)	28	-3
Cc1ccccc1NC(=O)c1ccc(C)c(S(=O)(=O)Nc2cccc(Br)c2)c1	7	-5
CCOC(=O)c1c(-c2ccccc2)oc2ccc(O)cc12	9	0
Cc1ccccc1-n1nc2c(c1NC(=O)C(C)(C)C)CSC2	44	-1
CCn1c(SCC#N)nc2c(c1=O)C1(CCCC1)Cc1ccccc1-2	-25	3
Cc1c(-c2noc(-c3ccc(F)cc3)n2)nnn1-c1ccccc1	0	0
O=C(O)c1ccc2oc3c(Cl)cccc3c(=O)c2c1	/	6
O=[N+]([O-])c1ccccc1-c1ccc(CN2CCCCCC2)o1	6	-5
O=C(CCSc1ccccc1)NCCn1nc(-n2cccn2)ccc1=O	-9	-4
CC1=C(C(=O)Nc2ccccc2)C(c2ccccn2)n2ncnc2N1 (stereo not drawn)	0	-10
CCCN1CCC(NCCc2ccccc2OC)CC1	-4	2
CCOc1cc(/C=C2/NC(=O)NC2=O)ccc1OCc1ccc(Cl)cc1Cl	4	0
O=S(=O)(N1CCOCC1)n1cnc2ccccc21	-8&-2	8&-4
COc1ccc(CNC(=O)c2cccc(C3CCCN(C(=O)NC(C)C)C3)c2)cc1OC (stereo not drawn)	25	-9
COc1ccc(OCc2noc(CNC(=O)c3ccc(S(=O)(=O)N(C)C)cc3)n2)cc1	-8	-6
CN1N=Nc2ccc(Br)cc2C1c1ccccc1 (stereo not drawn)	0	-6
O=C(Cn1nnc(N2CCCC2)n1)NN=Cc1ccc(Cl)cc1	/	-8
Cc1cccc(NCc2cccc([N+](=O)[O-])c2)c1	37	5
CCc1cc(C2CCCN2C(=O)CCc2ccccc2)on1 (stereo not drawn)	-5	3
CC1(C)C2CCC1(C)C(OCC(O)CNC1CCCCC1)C2 (stereo not drawn)	-3	-3
S=C(NCCc1ccccn1)NC1CC2CCC1C2 (stereo not drawn)	/	-17

(cont.)
structure	mHTT-CaM PPI inh	Pf apPOL inh
CC1(C)SC(CNC(=O)Cc2ccccc2)NC1C(=O)O (stereo not drawn)	/	1
CC(=O)Nc1ccccc1OCC(O)CS(=O)(=O)c1ccc(C(F)(F)F)cn1 (stereo not drawn)	/	-7
O=C1CC(C(=O)N2CCN(Cc3ccccc3)CC2)CN1CCc1c[nH]c2ccc(F)cc12 (stereo not drawn)	55*	-3
Cc1cc(C)nc(Nc2nc(C(=O)NCC3CCCO3)cs2)n1 (stereo not drawn)	0	-11
Cc1ccccc1-n1nc2c(c1NC(=O)/C=C/c1ccc3c(c1)OCO3)CSC2	27	-12
COCCNC(=O)Cn1c(=O)n(-c2ccc(F)cc2F)c(=O)c2sccc21	0	1
Cc1ccc(CNC(=O)c2ccccc2Br)cc1	-5	0
COc1cccc(OC)c1C(=O)N1CC(C)C(c2nc(-c3ccncc3)no2)C1 (stereo not drawn)	-1	-4
Cc1ccc2c(c1)N(Cc1ccc(C(=O)NCc3ccccc3)o1)C(=O)CO2	-2	-5
CCCCN1C(=O)C(CC(=O)N2CCCN(C)CC2)Sc2ncccc21 (stereo not drawn)	3	-4

In the list so far, these have a Cl atom.
structure	mHTT-CaM PPI inh	Pf apPOL inh
Cc1cc(Cl)ccc1NC(=O)CSc1cccc2cccnc12	18	-6
Cc1ccc(/C=C2\N=C(c3ccc(Cl)cc3)OC2=O)cc1	0	-1
Cc1[nH]nc2c1C(c1cccc(Cl)c1)CC(=O)N2 (stereo not drawn)	-6	2
O=C(c1cc(C2CC2)[nH]n1)N1CCc2nc3cc(-c4ccccc4Cl)[nH]n3c(=O)c2C1	59*	26
COCCNC(=O)c1nn2c(c1Cl)NC(c1ccccc1)CC2C(F)(F)F (stereo not drawn)	2	1
CC(C)C1C(=O)N(Cc2cn(CCC3OCCO3)nn2)CCS(=O)(=O)N1Cc1ccc(-c2ccc(F)cc2Cl)cc1 (stereo not drawn)	50	-6
O=C(CSc1nnc(-c2ccncc2)n1-c1ccccc1)Nc1ccccc1Cl	4	-12
CCOc1ccccc1CNC(=O)CN1CCN(C(=O)Nc2ccc(Cl)cc2)CC1=O	-6	-6
O=C(Nc1nc(-c2ccc(Cl)cc2)cs1)c1cccc([N+](=O)[O-])c1	6	-2
O=C(O)C1CCC(=O)N(C2CCCCC2)C1c1ccccc1Cl (stereo not drawn)	/	-3
Cc1cc(Cl)ccc1N1CCN(C(=O)c2cccc(Cl)c2)C(C)C1=O (stereo not drawn)	2	2
COc1ccc(C2CC(c3ccccc3Cl)n3nc(N)nc3N2)cc1 (stereo not drawn)	3	0
CCc1nccn1S(=O)(=O)c1cc(Cl)ccc1OC	-5	1
O=C(NCC(c1ccco1)N1CCc2ccccc21)c1c(F)cccc1Cl (stereo not drawn)	2	-8
COc1ccccc1N(C)S(=O)(=O)c1ccc(Cl)cc1	-26	-1
COc1cc(C(C)=O)ccc1OCC(O)CN1CCN(c2ccc(C)c(Cl)c2)CC1 (stereo not drawn)	34	-1
COc1ccc(C2C=C(c3ccc(Cl)cc3)Nc3ncnn32)cc1OC (stereo not drawn)	28	-3
O=C(O)c1ccc2oc3c(Cl)cccc3c(=O)c2c1	/	6
CCOc1cc(/C=C2/NC(=O)NC2=O)ccc1OCc1ccc(Cl)cc1Cl	4	0
O=C(Cn1nnc(N2CCCC2)n1)NN=Cc1ccc(Cl)cc1	/	-8
